# Coupling enz = qHTS Assay for Inhibitors of Fructose-1,6-bisphosphate Aldolase from Giardia Lamblia: Coupling assay counterscreen. coupling enzyme system counterscreen, AmpLite Red fluorescence. activity change, negative = inhibition, % at 58.2 µM, hits read low. 0.67% of 290,000 active. AID 2472, 2010; in the data active = activity change below about -30%; note: % is set by controls: 0 for no effect and ±100 for the full control effect
#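 First, compound is pin-transferred into glyceraldehyde-3-phosphate coupling-enzyme reagent at 57.5 uM final and held 10 min at RT. Next, substrate, coupling system and AmpLite Red are added. After 20 min RT, fluorescence (525/598 nm) is read.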
# S-ASM inh = Inhibitors of Secretory Acid Sphingomyelinase (S-ASM): qHTS | placental ASM, HMU-PC fluorogenic substrate, 60 min | 0.006% of 340,000 active | Potency, µM (highest dose often 57.5 µM), without a hit: at the highest dose activity change, negative = inhibition, actives largely listed as inhibitors | Sphingomyelin phosphodiesterase (Homo sapiens), P17405; note: potency is the fitted concentration of half-maximal effect
# Target sequence (P17405 47-631 limits assumed): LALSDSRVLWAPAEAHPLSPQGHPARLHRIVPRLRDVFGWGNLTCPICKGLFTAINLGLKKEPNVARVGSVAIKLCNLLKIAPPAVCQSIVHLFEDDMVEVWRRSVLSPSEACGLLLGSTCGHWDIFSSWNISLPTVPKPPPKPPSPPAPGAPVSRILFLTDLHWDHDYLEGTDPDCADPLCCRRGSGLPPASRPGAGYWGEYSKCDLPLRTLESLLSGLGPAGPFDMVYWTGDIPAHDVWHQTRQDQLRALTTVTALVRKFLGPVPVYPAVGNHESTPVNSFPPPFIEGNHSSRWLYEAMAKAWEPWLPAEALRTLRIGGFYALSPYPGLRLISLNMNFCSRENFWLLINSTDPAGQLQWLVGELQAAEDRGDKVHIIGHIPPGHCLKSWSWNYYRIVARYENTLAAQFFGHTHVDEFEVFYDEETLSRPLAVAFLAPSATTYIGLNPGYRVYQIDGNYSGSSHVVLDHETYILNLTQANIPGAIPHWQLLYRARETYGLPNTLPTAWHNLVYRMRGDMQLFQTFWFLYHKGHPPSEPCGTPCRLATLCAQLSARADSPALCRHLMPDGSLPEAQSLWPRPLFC
#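 Fluorescence read-out (Ex 386 nm, Em 447 nm) after stopping the reaction at pH 10. Enzyme: ASM from human placenta; substrate HMU-PC0, 9 uM final; 60 min, 37 °C. Compound preincubation 10 min, ambient temperature.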
# TRPV1 ag = HTS Assay for Compounds that Act as Agonists of the Vanilloid Receptor 1 | Transient receptor potential cation channel subfamily V member 1 (Homo sapiens), Q8NER1 | TRPV1-expressing cells, Fluo-8 calcium influx, agonist mode | activation, % at 8.33 µM | 0.19% of 320,000 active | AID 540275, 2011; in the data active = activation above about 80%; inconclusive = between about 30% and that limit; note: 0% is about no effect
#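 TRPV1-expressing cells were cultured overnight at 35.5C and loaded with Fluo-8 calcium dye for 40 to 90 min at room temperature. After a 10 s baseline, compound was added and calcium influx was read kinetically for 3 min (ex 480/em 520 nm).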
# KCNH2 WT inh = qHTS for Inhibitors of KCHN2 3.1: Wildtype qHTS; U2OS, BacMam KCNH2, thallium flux FluxOr; stronger effect = lower value; activity change, % at 1.84 µM; 0.37% of 340,000 active;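 active = maximum activity change below -70%; inconclusive = maximum activity change between -70% and -50%; inactive = maximum activity change above -50%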; note: % is set by controls: 0 for no effect and ±100 for the full control effect
#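 U2OS cells were transduced with wild-type KCNH2 virus (2.03 x 10^8 / mL) for 4 h at room temperature, then cultured overnight at 37 C. Thallium flux was read with FluxOr dye. Rate constants were normalized to DMSO controls.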
# CXXC DNA block = qHTS Fluorescence Polarization Assay for Inhibitors of MLL CXXC domain - DNA interaction. Potency, µM (series often up to 115 µM), without a hit: at the top dose activity change, negative = inhibition, actives largely listed as inhibitors. MLL-CXXC / FITC-HOXA9 DNA fluorescence polarization. 0.037% of 290,000 active. Histone-lysine N-methyltransferase 2A (Homo sapiens), Q03164; active = well fitted inhibition curve with a large enough effect in the polarisation, with a control signal flat, not every such curve was filed as active; inconclusive = small, poorly fitted or top-dose-only effect, or effect the other way, or a change in a side signal; inactive = no such curve, though single readings can be large or run the other way; the % refers to the polarisation; note: potency is the fitted concentration of half-maximal effect
#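 Steps: dispense CXXC domain solution (7 uM) → pin compounds or unlabeled HOX-A9 DNA control → 5 min ambient → add FLSN-HOX-A9 solution (50 nM) → spin → 30 min ambient → fluorescence polarization. Tris pH 7.5/NaCl/DTT/BSA buffer.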
# a7 integrin act = qHTS for Activators of Integrin-Mediated Alleviation for Muscular Dystrophy; alpha7betagal myoblasts, beta-gal FDG fluorescence, 48 h; Potency, µM (titrated, usually from 38.3 µM), inactives show top-dose activation, actives largely listed as activators; 0.064% of 350,000 active;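 note: potency is the fitted concentration of half-maximal effect; 100% = response of the positive control SU9516; nearly all actives have a fitted effect of over 60% in size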
#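 alpha7betagal+/- myoblasts (passage 13, 250/well) treated 48 h at 37C with compounds at 1:260 dilution of DMSO stock. Lysed, then beta-galactosidase activity read as FDG fluorescence (ex 480/em 540) after 30 min, with pre-read for autofluorescence.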
# MBNL1 CUG block = qHTS Assay for Inhibitors of MBNL1-poly(CUG) RNA binding; AID 2675, 2010; Potency, µM (highest dose often 57.5 µM), for inactives: top-dose activity change, negative = inhibition, usual class: inhibitors; 0.036% of 280,000 active; TR-FRET MBNL1-His/biotin-(CUG)12 binding, 665/545 ratio; active = well fitted inhibition curve with a large enough effect in the signal ratio, with a control signal flat, not every such curve was filed as active; inconclusive = small, poorly fitted or top-dose-only effect, or effect the other way, or a change in a side signal; inactive = no such curve, though single readings can be large or run the other way; the % refers to the signal ratio; note: potency is the fitted concentration of half-maximal effect; % is set by controls: 0 for no effect and ±100 for the full control effect
#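 MBNL1-His + Biotin-(CUG)12, cpd titration 92 nM–58 uM; Tb anti-His Ab 0.055 ng/ul, SA-XL665 5 nM (final); 60 min RT; ratiometric 665/545 nm, Ex 340 nm; normalized to buffer and full-complex controls.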
# GALK inhibitor = qHTS Assay for Inhibitors of Human Galactokinase (GALK) | 0.007% of 270,000 active | Potency, µM (titrated, usually from 57.5 µM), without a hit: at the highest dose activity change, negative = inhibition, usual class: inhibitors | Purified GALK, Kinase-Glo residual ATP luminescence | P51570; note: potency is the fitted concentration of half-maximal effect; % is set by controls: 0 for no effect and ±100 for the full control effect
# Target sequence (P51570 whole entry, looked up): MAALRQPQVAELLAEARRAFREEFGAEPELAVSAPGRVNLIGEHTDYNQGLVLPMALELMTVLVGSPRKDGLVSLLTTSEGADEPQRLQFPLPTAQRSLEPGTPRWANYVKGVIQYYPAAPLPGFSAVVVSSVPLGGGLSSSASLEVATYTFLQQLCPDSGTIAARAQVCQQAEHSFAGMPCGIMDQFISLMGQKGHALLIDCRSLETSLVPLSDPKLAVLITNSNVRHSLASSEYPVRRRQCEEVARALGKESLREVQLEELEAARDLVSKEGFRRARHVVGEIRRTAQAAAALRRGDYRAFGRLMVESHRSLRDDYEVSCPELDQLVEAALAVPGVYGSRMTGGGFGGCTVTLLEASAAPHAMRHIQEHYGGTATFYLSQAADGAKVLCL
#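 Quantitative HTS: GALK 5 nM, ATP 35 uM, galactose 100 uM, 1 h room temperature, then luciferase-based ATP detection.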
# KCNH2 3.1 block = qHTS for Inhibitors of KCHN2 3.1: Mutant qHTS; Potassium voltage-gated channel subfamily H member 2, brain isoform KCNH2 3.1 (human); U2OS KCNH2 3.1, thallium flux FluxOr; stronger effect = lower value; activity change, % (tested at about 1.8 µM); 0.95% of 340,000 active;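 active = maximum activity change below -70%; inconclusive = maximum activity change from -70% to -50%; inactive = maximum activity change above -50%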;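 note: thallium influx rate constant from kinetic fluorescence after stimulation buffer; % is set by controls: 0 for no effect and ±100 for the full control effect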
#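 Thallium flux read-out: FluxOr dye with Red40 quencher in HBSS/HEPES, 45 min at RT. Rate constants from kinetic reads were normalized to positive and negative DMSO controls. Cells: U2OS virally expressing the 3.1 isoform.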
# A-T KAP1 phos = qHTS Assay for Identifying a Potential Treatment of Ataxia-Telangiectasia; 0.19% of 320,000 active; […] A-T fibroblasts, KAP-1 phosphorylation AlphaLISA; neocarzinostatin DNA damage 30 min before lysis; Potency, µM (titrated, usually from 57.5 µM), inactives show top-dose activation, hits mostly activators; AID 485349, 2010; note: potency is the fitted concentration of half-maximal effect; % of control where 0% means no effect; nearly all actives have a fitted effect of over 45% in size
#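 ATM-like activity read as KAP-1 phosphorylation via AlphaLISA donor/acceptor antibody pairs after lysis and 6 hr at 25C. Cells were ATM-null patient fibroblasts ([…], hTERT), dosed 60 min, then exposed to the DSB inducer NCS for 30 min.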
# Numbers without * were called inactive; ? = inconclusive; . = not tested or not shown; [ ] = another dose, or the depositor's remark. Unless noted, calls come from the whole dose curve; as a rule, active = well fitted curve in the direction sought with a large enough effect; inconclusive = small, poorly fitted or top-dose-only effect, or another doubt; inactive = no such curve, though single readings can be large; an effect the other way counts as inactive or inconclusive.
# The first two entries, ahead of the listing:
SMILES,Coupling enz,S-ASM inh,TRPV1 ag,KCNH2 WT inh,CXXC DNA block,a7 integrin act,MBNL1 CUG block,GALK inhibitor,KCNH2 3.1 block,A-T KAP1 phos
NS(=O)(=O)c1ccc(NCc2cc(Cl)ccc2OCc2ccc(F)cc2)cc1,-0.7,-2.7%,-3.0,-10.6,2.3%,-3.8%,-1.6%,-0.2%,-18.0,18.6%
CC(=O)c1ccc(OCc2cc(C(=O)N3CCC(c4ccncc4)CC3)no2)cc1,-0.4,-1.7%,?,-3.0,5.1%,-35.2%,-0.6%,-2.0%,-10.8,2.5%

# The whole of this part, previewed entries included:
SMILES,Coupling enz,S-ASM inh,TRPV1 ag,KCNH2 WT inh,CXXC DNA block,a7 integrin act,MBNL1 CUG block,GALK inhibitor,KCNH2 3.1 block,A-T KAP1 phos
NS(=O)(=O)c1ccc(NCc2cc(Cl)ccc2OCc2ccc(F)cc2)cc1,-0.7,-2.7%,-3.0,-10.6,2.3%,-3.8%,-1.6%,-0.2%,-18.0,18.6%
CC(=O)c1ccc(OCc2cc(C(=O)N3CCC(c4ccncc4)CC3)no2)cc1,-0.4,-1.7%,?,-3.0,5.1%,-35.2%,-0.6%,-2.0%,-10.8,2.5%
O=C(O)c1cc(-c2cc(C(=O)O)c3ccccc3n2)ccc1O,.,0.9%,.,-2.5,.,37.8%,.,.,14.2,.
CC(=O)Nc1ccc(Nc2c3ccccc3nc3ccccc23)cc1,-1.1,15.1%,2.7,6.3,?,-61.1%[inhibitor],?,-2.0%,2.7,3.2%
Cc1nc2[nH]onc2c2nccc(=O)c12,1.0,4.8%,-3.4,-1.5,-2.2%,0.0%,?,-1.2%,4.7,0.1%
CCOC(=O)c1csc(NC(=O)CCSc2ccccc2)n1,2.5,3.5%,8.4,.,8.0%,1.7%,18.6%,7.2%,-14.8,3.4%
COc1ccc(C)cc1-n1cnnn1,-2.9,-3.5%,0.8,-4.2,?,?,.,0.4%,17.5,-4.6%
Cc1nn(C)c(C)c1NC(=O)CCSc1nc(-c2ccco2)cc(C(F)(F)F)n1,-1.2,-3.0%,.,-15.5,-7.3%,1.6%,14.3%,0.6%,-1.5,6.1%
COC(CNC(=O)c1ccc2c(c1)nc(C)n2-c1cccc(F)c1)OC,-2.4,-2.6%,2.7,-20.1,0.1%,-2.3%,-22.5%,0.7%,0.6,3.8%
Cc1ccccc1OCCNc1cc(N2CC(C)NC(C)C2)ccc1[N+](=O)[O-] (configuration not stated),-0.6,-29.0%,2.5,5.8,?,-62.6%[inhibitor],?,-0.1%,-17.8,1.4%
COC(=O)c1[nH]c2cccc(OC)c2c1NC(=O)CCN1CCSCC1,-1.1,-1.7%,4.1,-4.6,-8.9%,-6.6%,-10.9%,.,5.9,2.2%
COc1cccc(NC(=O)Nc2cccc(C(=O)O)c2)c1,3.6,0.0%,2.0,8.4,-8.5%,4.3%,19.3%,-1.3%,4.6,2.8%
COc1ccc(F)c(-c2nc(CN3CCC(c4ccccc4)CC3)c(C)o2)c1,-0.3,10.1%,8.1,21.0,6.1%,0.8%,-7.5%,-0.8%,-31.2,10.7%
CCOC(=O)N1CCN(C(=O)c2ccc(OC)c(S(=O)(=O)N3CCOCC3)c2)CC1,1.0,-7.0%,-0.2,-1.5,6.1%,18.3%,-5.9%,0.6%,-4.1,-0.2%
CCOC(=O)c1c(NC(=O)Nc2ccc(Cl)cc2)sc(C)c1C,-1.6,-0.1%,19.3,-6.6,-8.2%,-15.0%,11.5%,-3.6%,10.9,1.6%
CCN(CC)S(=O)(=O)c1cccc(-c2nnc(SCc3nc4ccccc4s3)o2)c1,-0.5,-2.4%,0.9,-32.6,24.5%,-33.3%[inhibitor],1.6%,-0.6%,-27.2,4.4%
CCC1(c2ccccc2)NC(=O)N(CC(=O)N(C)CC(=O)Nc2cccc(OC)c2)C1=O (configuration not stated),.,0.0%,-5.6,2.3,.,6.5%,.,.,-3.3,-2.9%
CC(=O)Nc1ccc(S(=O)(=O)N2CCN(c3nc(NC4CCCC4)c4ccccc4n3)CC2)cc1,-3.6,-2.2%,0.0,-89.7*,38.5%[activator],-54.3%[inhibitor],0.8%,1.8%,-86.0*,0.8%
CC1CCN(CCOc2ccc(Cl)c(Cl)c2)CC1,1.0,1.5%,3.7,12.0,5.6%,5.7%,-14.3%,-3.1%,-12.1,1.6%
Cn1c(=O)c(=O)n(C)c2cc([N+](=O)[O-])c(N3CCOCC3)cc21,0.3,0.4%,-2.5,0.5,3.1%,12.0%,?,7.6%,2.4,3.5%
Cn1c(=O)c2c(SCc3cccnc3)nc(C3CC3)nc2n(C)c1=O,8.7,-8.6%,3.0,0.9,-4.2%,27.8%,-1.6%,0.9%,-19.8,7.8%
OC1CCN(C(=S)Nc2ccc(Nc3ccccc3)cc2)CC1,0.4,1.3%,0.3,4.9,-4.6%,19.4%,-4.0%,0.1%,7.0,9.1%
CCCc1c(OCCCOc2ccc(OCC(=O)O)cc2)ccc(C(C)=O)c1O,.,20.1%,6.5,-10.5,-3.3%,.,.,.,1.7,-7.9%
CC(C)N(C(=O)Cn1c(-c2ccccc2Cl)nc2ccccc21)c1ccccc1,-0.2,-1.0%,21.7,-1.6,-6.5%,5.2%,-4.9%,.,15.7,-7.4%
Cc1cccc(CN2CCN(C(=O)CCl)CC2)c1,1.7,4.6%,-0.5,7.9,11.2%,-55.9%[inhibitor],?,0.8%,20.7,-1.8%
COc1ccccc1NC(=S)NCCc1ccc(S(N)(=O)=O)cc1,1.3,-0.4%,-0.9,-1.8,11.1%,0.4%,8.5%,-0.5%,-2.1,-1.8%
COc1ccc(-n2c(N)c(C(=O)NCC3CCCO3)sc2=S)cc1 (configuration not stated),-7.6,-2.3%,-0.7,-29.4,4.4%,2.7%,?,0.3%,6.1,-0.5%
C=C(C)COc1ccc(-c2nc(N)nc(C)c2Oc2ccccc2OC)c(O)c1,-1.6,7.1%,-1.8,-9.7,-7.3%,-19.6%,12.4%,-1.6%,-14.5,0.9%
Cc1occc1C(=O)N/N=C/c1c[nH]c2ccccc12,-1.8,-0.4%,-4.1,4.2,-0.3%,1.1%,?,-3.0%,10.1,-0.7%
Cn1c(NCc2ccccc2O)nc2ccccc21,0.0,4.8%,-0.5,-2.9,1.5%,6.8%,-4.1%,1.2%,-17.4,22.6%
COc1ccc(C(=O)c2sc(NC(C)C)nc2N)cc1OC,0.8,-3.2%,-2.9,-0.6,14.6%,3.5%,13.2%,-0.8%,1.2,-6.1%
CC(=O)c1ccc(S(=O)(=O)N(C)CC(=O)Nc2cccc(S(=O)(=O)N3CCCC3)c2)cc1,.,-0.4%,.,2.6,.,-5.3%,.,.,-3.4,.
CCN(Cc1ccncc1)C(=S)Nc1ccccc1,1.2,-1.3%,0.4,-2.0,1.7%,13.1%,-6.7%,-2.3%,3.7,9.3%
COc1ccc(COC(=O)C2CCN(S(=O)(=O)c3ccc(OC)c(OC)c3)CC2)cc1,.,-3.9%,10.6,-8.5,.,37.3%,.,.,-15.2,5.7%
COCCN(C(=O)CCC(=O)Nc1ccccn1)C(C(=O)NC(C)C)c1ccc(C)cc1 (configuration not stated),2.1,0.5%,-0.7,-1.6,18.7%,8.1%,4.2%,-1.2%,4.6,0.7%
CCOC(=O)c1c(NC(=O)COc2ccc3ccc(=O)oc3c2)sc(C(=O)N(C)C)c1C,.,157.2%[activator],-4.1,-3.4,-2.7%,-21.9%,-1.6%,4.9%,16.2,5.5%
COc1ccccc1-n1c(SCC(=O)NC(C)(C)C)nnc1-c1ccco1,0.1,7.5%,-2.5,-10.0,0.4%,24.4%,12.8%,0.3%,-19.5,.
COc1ccc2[nH]c(=O)c(CN(C(=O)c3ccncc3)C(C)(C)C)cc2c1,0.4,33.8%[activator],-3.4,19.1,-10.0%,3.6%,8.2%,-0.6%,7.9,12.1%
COc1ccc(C(=O)OCc2cc3cccc(C)c3[nH]c2=O)cc1,-3.0,3.6%,2.1,-11.0,-1.5%,15.1%,6.4%,2.8%,4.9,?
O=C(Nc1ccccc1)c1ccsc1,1.8,0.2%,27.0,-2.5,8.6%,0.7%,1.5%,0.7%,-10.9,-6.9%
O=S(=O)(NCCc1cn2ccccc2n1)c1ccc(F)c(C(F)(F)F)c1,-12.8,4.3%,-0.9,10.3,-9.6%,2.0%,6.1%,0.7%,-2.1,5.2%

# Source: PubChem (National Center for Advancing Translational Sciences (NCATS))
